KCNK9 block: blocks the human KCNK9 two-pore domain potassium channel. Q9NPC2. HEK293 KCNK9, FluxOR thallium flux fluorescence; hits give low values. B-score at 10 µM. actives 1.2% (n = 310,000);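 active = ratio B-score over 3 SD below the library mean, with starting fluorescence within 5 SD of its mean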;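 note: negative B-score means less thallium flux so channel inhibition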
Target sequence (Q9NPC2 whole entry, looked up, the tested form may be a part): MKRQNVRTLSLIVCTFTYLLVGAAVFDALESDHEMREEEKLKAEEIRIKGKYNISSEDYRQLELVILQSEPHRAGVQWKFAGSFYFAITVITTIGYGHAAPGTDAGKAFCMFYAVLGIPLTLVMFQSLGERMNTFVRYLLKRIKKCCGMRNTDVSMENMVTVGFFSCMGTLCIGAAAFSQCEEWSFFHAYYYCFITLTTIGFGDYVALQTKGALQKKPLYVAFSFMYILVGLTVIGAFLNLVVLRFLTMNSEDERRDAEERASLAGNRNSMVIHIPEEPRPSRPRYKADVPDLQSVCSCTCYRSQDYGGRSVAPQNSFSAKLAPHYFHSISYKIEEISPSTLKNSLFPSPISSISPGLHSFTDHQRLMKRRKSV
KCNQ1 block: blocks the human KCNQ1 potassium channel | P51787 | actives 1.3% (n = 310,000) | B-score at 10 µM | CHO-K1 KCNQ1, FluxOR thallium flux fluorescence; hits give high values;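 active = compounds whose thallium flux B-score, printed positive for inhibition, exceeds three library SD while starting fluorescence stays within three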;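 note: channel opened by potassium depolarization with thallium stimulus after 20 min compound exposure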
KCNK3 inh: human KCNK3 channel inhibition, primary screen. CHO-KCNK3 thallium flux, FluxOR fluorescence; hits give low values. B-score at 10 µM. actives 0.84% (n = 340,000). AID 602410;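 active = B-score under library mean minus 4 SD, starting fluorescence ratio at most library mean plus 5 SD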;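 note: more negative B-score means stronger inhibition of thallium flux through KCNK3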
hERG protect: compounds protecting human hERG from proarrhythmic drug block | Q12809 | CHO-hERG, FluxOR thallium flux, dofetilide IC70 present | activation (rescue from dofetilide block), less the hit threshold, % at 10 µM | actives 0.51% (n = 310,000) | AID 1511;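 active = activation above the mean of controls blocked by dofetilide plus 5 SD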;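 note: thallium influx through hERG after potassium depolarization seen as dye fluorescence rise; in these data hits start at about 4.7%; inactives centre near -7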
TRPC4 PAM: allosteric potentiators of mouse TRPC4 channel; HEK293 TRPC4beta/mu-opioid, DAMGO EC20, Fluo-4 Ca2+ flux; hits give high values; actives 0.42% (n = 310,000); B-score at 10 µM;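 active = B-score of calcium response area above 5 SD of library B-scores, with initial fluorescence ratio within 5 SD of library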;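 note: B-score of integrated fluorescence ratio over time as area under calcium response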
DYRK1A inh: blocks rat Dyrk1A kinase activity | ADP-Glo luminescence, NFATc1 peptide | inhibition, % at 12.5 µM | actives 0.43% (n = 310,000) | AID 504441; in the data active = inhibition above about 50%;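 note: plate controls were vehicle with enzyme for no effect and no enzyme for full effect; many of its hits are not listed in these tables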
KCNQ1 act: human KCNQ1 channel potentiation or activation; P51787; CHO-K1 KCNQ1, thallium flux FluxOR fluorescence; hits give high values; B-score at 10 µM; actives 0.35% (n = 310,000); AID 2648;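 active = fluorescence ratio B-score, a plate-corrected score, at least three library SD, with initial intensity B-score within 5 SD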
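Assay system: stable KCNQ1 CHO-K1 line; medium: assay buffer, equal DMSO in all wells; timing: 90 min dye loading and 20 min compound exposure, both at room temperature; technique: kinetic FluxOR thallium fluorescence, 10-s 1-Hz baseline, 110-s post-stimulus read; read-out basis: B score of baseline-normalized fluorescence ratio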
TRPC4 agonist: TRPC4 (mouse) channel activation; AID 2237; Q9QUQ5; HEK293 TRPC4beta/mu-opioid, Fluo4 calcium fluorescence; hits give high values; actives 0.49% (n = 310,000); B-score at 10 µM;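 active = B-score above 5 SD of library B-scores, and initial fluorescence ratio not above library mean plus 5 SD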;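 note: positive B-score marks a calcium rise read as TRPC4 activation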
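Assay system: HEK293 stable line with TRPC4beta plus mu-opioid receptor. Times: dye 45 min RT, read 110 s. Measured by: kinetic Fluo4 calcium fluorescence. Measure: B score of integrated ratio. Controls: assay buffer as low control, maximal DAMGO as high control.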
ANO1 block: mouse TMEM16A channel inhibition, primary screen; Q8BHY3; HEK293 TMEM16A/YFP iodide influx fluorescence, ionomycin; normalized B-score (activity score, 25-100; higher = stronger inhibition) at 10 µM; actives 1.2% (n = 310,000);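 active = ratio plate-corrected score three or more library SD toward inhibition, starting fluorescence score within five deviations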;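 note: score derived from kinetic fluorescence span divided by baseline fluorescence per well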
HDAC3 inhib: blocks human histone deacetylase 3. recombinant HDAC3, fluorogenic peptide/trypsin coupled, fluorescence. actives 0.15% (n = 320,000). AID 2718. inhibition, % at 8.3 µM; in the data active = inhibition above about 26%, passing the limit was not always enough
Target sequence (O15379 whole entry, looked up): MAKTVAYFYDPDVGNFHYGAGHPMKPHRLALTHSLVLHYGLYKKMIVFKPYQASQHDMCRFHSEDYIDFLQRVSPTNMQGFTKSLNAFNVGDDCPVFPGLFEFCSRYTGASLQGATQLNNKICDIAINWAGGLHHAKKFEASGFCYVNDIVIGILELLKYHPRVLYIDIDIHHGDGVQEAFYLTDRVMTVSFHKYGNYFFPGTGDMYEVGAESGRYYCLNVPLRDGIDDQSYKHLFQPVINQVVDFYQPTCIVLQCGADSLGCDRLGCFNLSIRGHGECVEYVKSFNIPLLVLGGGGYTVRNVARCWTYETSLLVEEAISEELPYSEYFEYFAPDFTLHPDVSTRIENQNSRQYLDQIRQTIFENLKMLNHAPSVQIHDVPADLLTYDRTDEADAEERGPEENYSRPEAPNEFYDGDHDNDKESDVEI
ANO1 activ: activates or potentiates the mouse TMEM16A chloride channel; Q8BHY3; HEK293 TMEM16A/YFP-H148Q/I152L, iodide quench fluorescence; hits give low values; B-score at 10 µM; actives 0.3% (n = 340,000);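 active = fluorescence-ratio B-score plate-corrected deviation score at least 3 library SD below zero, with starting fluorescence score within 5 deviations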;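 note: channel opened by trigger with iodide after compound preincubation; score built on the fluorescence ratio of max minus min over baseline; more negative score means more quench and so TMEM16A activation or potentiation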
Starred values were filed as active, the others as inactive; i = inactive; nt = not tested or not shown. The list is partial (hit frequency here may not be typical).

smiles	KCNK3 inh	DYRK1A inh	KCNK9 block	TRPC4 PAM	hERG protect	TRPC4 agonist	KCNQ1 act	HDAC3 inhib	KCNQ1 block	ANO1 activ	ANO1 block
COc1ccc(CNC(=O)c2nn(C)c3c2CS(=O)(=O)c2ccccc2-3)cc1	i	1	i	i	-12	i	i	-3	i	i	i
N#Cc1ccsc1NC(=O)CSc1ncnc2ccccc12	i	15	i	i	-13	i	i	-1	i	i	100*
CCOC(=O)c1c(NC(=S)Nc2ccccc2)sc2c1CCN(CC)C2	i	-4	i	i	-16	i	i	5	i	i	i
COc1ccccc1Nc1nc2cc(C)ccc2cc1C#N	i	-4	i	i	-4	i	i	-1	i	i	i
CCCOc1ccc(C(=O)Nc2ccc(N(C)C)cc2)cc1	i	7	i	i	-2	i	i	-3	i	i	i
CC(=O)NC12CC3CC(C1)CC(C(=O)N(C)CC(=O)Nc1ccccc1Cl)(C3)C2	i	-2	i	i	-5	i	i	-6	i	i	i
CC(=O)OC1OCCOC1NC(=S)Nc1cccc(C(F)(F)F)c1 (configuration not stated)	i	-3	i	i	-5	i	i	-5	i	i	i
COCCCNc1nc2c(c(=O)n(Cc3ccc(OC)cc3)c(=O)n2C)n1C	i	-3	i	i	-8	i	i	-2	i	i	i

Continued; it opens with the 2 that closed the last part.
smiles	KCNK3 inh	DYRK1A inh	KCNK9 block	TRPC4 PAM	hERG protect	TRPC4 agonist	KCNQ1 act	HDAC3 inhib	KCNQ1 block	ANO1 activ	ANO1 block
CC(=O)OC1OCCOC1NC(=S)Nc1cccc(C(F)(F)F)c1 (configuration not stated)	i	-3	i	i	-5	i	i	-5	i	i	i
COCCCNc1nc2c(c(=O)n(Cc3ccc(OC)cc3)c(=O)n2C)n1C	i	-3	i	i	-8	i	i	-2	i	i	i
CC(OC(=O)c1ccc([N+](=O)[O-])s1)C(=O)Nc1ncc(Cl)cc1Cl (configuration not stated)	i	-5	i	i	-7	i	i	-1	i	i	i
O=C(CSc1nnc(CNc2ccc(F)cc2)n1Cc1ccccc1)NCc1ccco1	i	-1	i	i	-10	i	i	4	i	i	i
CCc1nnc(NC(=O)CSc2ncc(-c3ccccc3)n2C)s1	i	-3	i	i	-9	i	i	-2	i	i	i
CC(=O)c1ccc(OCC(=O)N(CCC2=CCCCC2)c2c(N)n(Cc3ccccc3)c(=O)[nH]c2=O)cc1	i	-4	i	i	-10	i	i	2	i	i	i
CC(=O)Nc1ccc(NS(=O)(=O)c2ccc3c(c2)n(C)c(=O)n3C)cc1	i	-1	i	i	-4	i	i	-11	i	i	i
COc1ccc(C2/C(=C(/O)c3ccc4c(c3)CC(C)O4)C(=O)C(=O)N2CCCn2ccnc2)cc1 (configuration not stated)	i	2	i	i	-4	i	i	5	i	i	i
Brc1ccc(-c2nc(N/N=C/c3cccnc3)c3ccccc3n2)cc1	i	10	i	i	-11	i	i	0	i	i	i
O=C(Cn1c(CC(=O)N2CCCC2)nc2ccccc21)NCc1ccccc1	i	4	i	i	-7	i	i	-4	i	i	i
Cc1cccc2[nH]c3c(N4CC=C(c5ccc(F)cc5)CC4)ncnc3c12	i	nt	i	i	-14	i	i	nt	14*	i	i
Cc1ccc(C(=O)Nc2nc(-c3ccc([N+](=O)[O-])cc3)cs2)o1	i	1	i	i	-8	i	i	-3	i	i	i
CS(=O)(=O)c1ccc(C(=O)OCC(=O)NNC(=O)COc2ccc(Cl)cc2)cc1	i	-10	i	i	-11	i	i	8	i	i	i
COc1ccc(OC)c(NC(=O)CNC(=O)Cn2cnc3sc(C)cc3c2=O)c1	i	-15	i	i	-4	i	i	-7	i	i	i
Clc1cccc(Cl)c1CO/N=C/c1c(-c2ccccc2)nc2n1CCS2	i	0	i	i	-11	i	i	6	i	i	i
Cc1cc(C)cc(NC(=O)CN2CCC(NC(=O)Cc3ccccc3)CC2)c1	i	-3	i	i	-5	i	i	-1	i	i	i
O=c1c(-c2ccc(O)cc2)coc2cc(OC3OC(CO)C(O)C(O)C3O)ccc12 (configuration not stated)	i	-2	i	i	-10	i	i	-6	i	i	i
CNC(=O)c1cc2cc(OC)ccc2n1CCN(Cc1ccccc1)Cc1ccccc1	i	0	i	i	-6	i	i	-1	i	i	i
COc1ccc(CNC(=O)CN(Cc2ccc(Cl)cc2)C(=O)c2csnn2)cc1	i	-3	i	i	-6	i	i	-1	i	i	i
COc1ccc(CCN2C(=O)N[C@@H](CCC(=O)O)C2=O)cc1	i	0	i	i	-2	i	i	-5	i	i	i
CCc1ccc(NC(=O)N(CCN2CCOCC2)C2CCN(C(C)=O)CC2)cc1	i	4	i	i	-9	i	i	-4	i	i	i
Cc1cc(/N=C/N(C)C)on1	i	-5	i	i	-9	i	i	2	i	i	i
CCOc1cccc(-c2nnc(SCC(=O)Nc3ccc(OC)c(OC)c3)n2N)c1	i	2	i	i	-9	i	i	6	i	i	i
COCCOC(=O)C1=C(C)N=c2s/c(=C\c3cccs3)c(=O)n2C1c1cccs1 (configuration not stated)	i	2	i	i	-12	i	i	-1	i	i	i
FC(F)(F)c1cc(Oc2ccccc2)ncc1-c1nnc(-c2ccccc2Cl)o1	i	nt	i	i	-11	i	i	-4	i	i	i
CN(C)C(/C=C/Nc1ccc(F)cc1F)=C(C#N)C#N	i	0	i	i	-2	i	i	nt	i	i	i
Cc1c(C)c2cc(Cl)c(OCC(=O)NC3CC(C)(C)NC(C)(C)C3)cc2oc1=O	i	5	i	i	-2	i	i	-3	i	i	i
CCOC(=O)c1ccc(NC(=S)Nc2ccccn2)cc1	i	-3	i	i	-6	i	i	1	i	i	i
Cc1c(C(=O)N2CCN(c3ccccn3)CC2)sc2ncnc(N3CCOCC3)c12	i	-2	i	i	-6	i	i	2	i	i	i
Cc1ccc(CS(=O)(=O)c2nc3c(c(N(C)C)n2)CCCC3)cc1	i	4	i	i	-5	i	i	1	i	i	i
COC/C=C/C1=CC2=CC(=O)C(C)(OC(=O)c3cnc4ccccc4n3)C(=O)C2=CN1C1CCCC1 (configuration not stated)	nt	nt	i	i	-8	i	i	4	i	nt	i
COc1ccc(N2CCN(C(C)C(=O)N3CC(C)OC(C)C3)CC2)cc1 (configuration not stated)	i	1	i	i	-4	i	i	-1	i	i	i
COc1ccc(C2c3ccc4ccccc4c3Oc3ncn(CCO)c(=N)c32)cc1 (configuration not stated)	i	3	i	i	-13	i	i	7	i	i	i
CC(=O)Nc1ccc(S(=O)(=O)N2CCSC2C(=O)O)cc1 (configuration not stated)	i	-4	i	i	4	i	i	0	i	i	i
CCC(=O)N(C1=C(NC(C)C)C(=O)c2ccccc2C1=O)C(C)C	i	-6	i	i	-6	i	i	2	i	i	i
Cc1cccn2c(=O)c(C=Nc3ccccc3)c(NCc3ccco3)nc12	i	5	i	i	1	i	i	-4	i	i	i
CCCOc1cccc(C(=O)Nc2ccc3c(c2)OCCO3)c1	i	-1	i	i	-4	i	i	11	i	i	i
CC(C)COC(=O)c1cc(=O)[nH]c2ccccc12	i	10	i	i	-3	i	i	2	i	i	i
CC12CCC(C(=O)Nc3ccncc3)(CC1O)C2(C)C (configuration not stated)	i	-3	i	i	-9	i	i	-4	i	i	i
CC1=Nn2c(nnc2-c2ccco2)SC1	i	9	i	i	-10	i	i	1	i	i	i
COc1nc(C)ccc1-c1noc(-c2ccco2)n1	i	-5	i	i	-6	i	i	-1	i	i	i
O=C(COc1ccc(-c2nnco2)cc1)N1CCN(S(=O)(=O)c2ccc3ccccc3c2)CC1	i	3	i	i	-5	i	i	6	i	i	i
O=C(CNS(=O)(=O)c1ccc(Br)cc1)NCc1cccnc1	i	1	i	i	-3	i	i	-1	i	i	i
CCCCc1ccc(NC(=O)CSc2nc3ncccc3[nH]2)cc1	i	-2	i	i	-9	i	i	-7	i	i	i
CCOC(=O)c1csc(NC(=O)CSc2nnnn2-c2ccc(OC)cc2)n1	i	-5	i	i	0	i	i	-4	i	i	i
CC(c1ccccc1F)n1cc(C(=O)NCCc2ccco2)nn1 (configuration not stated)	i	3	i	i	-8	i	i	5	i	i	i
COc1ccc(C(=O)c2ccc(N(C)C)cc2)c(OC)c1	i	3	i	i	-9	i	i	8	i	i	i
Cc1ccc(C(C)n2cc(C(=O)NCc3ccccn3)nn2)cc1 (configuration not stated)	i	6	i	i	-9	i	i	4	i	i	i
COc1cccc(N2CCN(C(=O)CCC(=O)N3CCOc4ccc(C)cc43)CC2)c1	i	3	i	i	-13	i	i	4	i	i	i
CC1CCCN(C(=O)Cn2c(=O)oc3cc(S(=O)(=O)N4CCCCC4)ccc32)C1 (configuration not stated)	i	8	nt	nt	nt	nt	nt	-7	nt	i	i
O=c1cc(CN2CCN(c3ccccc3)CC2)nc2scc(-c3ccccc3)n12	i	nt	i	i	-13	i	i	0	i	i	i
COc1ccc(N2CCN(c3cc(=O)n(Cc4ccc(F)cc4)c(=O)[nH]3)CC2)cc1	i	1	nt	nt	nt	nt	nt	8	nt	i	i
CCOC(=O)C1CCCN(c2c(N3CCN(C4CCCCC4)CC3)c(=O)c2=O)C1 (configuration not stated)	i	60*	i	i	-10	i	i	-2	i	i	i
O=C(O)c1cc(S(=O)(=O)Nc2ccc(N3CCCCC3)cc2)ccc1Cl	i	3	i	i	-1	i	i	-4	i	i	i
CCN(CC(=O)Nc1ccc(NC(C)=O)cc1)C(=O)c1cc(-c2ccccc2)nn1-c1ccccc1	i	-1	i	i	-11	i	i	2	i	i	i
Cc1ccc(NC(=O)CSc2n[nH]c(C)c2[N+](=O)[O-])cc1C	i	-7	i	i	-8	i	i	0	i	i	i
COCc1nc2oc3ccc(F)cc3c(=O)c2cc1C(=O)OC	i	3	i	i	-9	i	i	4	i	i	i
Cc1cc(C)cc(Nc2nc3ccccc3c(=O)[nH]2)c1	i	5	i	i	-6	i	i	0	i	i	i
COc1ccc(/C=C/C(=O)NC(=S)NCC2CCCO2)cc1 (configuration not stated)	i	nt	i	i	-1	i	i	6	i	i	i
COc1ccc(OC)c(NC(=O)c2ccc(CSc3nnc(C)s3)cc2)c1	-10*	2	i	i	-10	i	i	4	i	i	i
